# High-throughput results from PubChem.
# human PMI inhibition: MPI enzyme activity inhibition – biochemical, fluorescence intensity, coupled assay, primary screen (AID 1209); purified PMI enzyme, coupled fluorescence intensity; higher % means a stronger effect; inhibition, % at 20 µM, or IC50 in µM where a hit was titrated; 0.42% of 190,000 active;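 note: plate controls were DMSO vehicle for no effect and wells lacking substrate for full effect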
# P. falciparum M17LAP: P. falciparum M17LAP inhibitors, primary screen, biochemical, fluorogenic H-Leu-NHMec substrate, 1536-well (AID 1619). one-dose inhibition, % at 30 µM; IC50 in µM for titrated hits. 0.38% of 220,000 active. recombinant M17LAP, H-Leu-NHMec fluorogenic kinetic assay; higher % means a stronger effect;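 active = compound inhibiting the enzyme by more than half at any dose during confirmatory dose-response retesting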;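 note: plate controls were full reaction with DMSO carrier for no effect and no enzyme background for full effect; strong numbers were not always called active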
# XIAP antagonists: small molecules displacing peptide from XIAP – biochemical, IAP family, fluorescence polarization (AID 1018); XIAP BIR domain, fluorescence polarization peptide displacement; higher % means a stronger effect; 0.007% of 200,000 active; displacement, % at 20 µM; hits with a dose series show IC50 in µM; in the data active = displacement above about 50%; note: a part of the inactive calls stands beside numbers as strong as those of hits
# M1AAP inhibition: malaria alanyl aminopeptidase activity blockers – biochemical, fluorogenic H-Leu-NHMec substrate, 1536-well (AID 1445); inhibition, % at 30 µM, or IC50 in µM where a hit was titrated; recombinant M1AAP, H-Leu-NHMec fluorogenic kinetic assay; higher % means a stronger effect; 0.42% of 220,000 active;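 active = primary inhibition above the hit cutoff, then over 50% inhibition at one or more dose response concentrations, cut at about 23% in these data, passing the limit was not always enough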;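 note: plate controls were DMSO full reaction for no effect and no enzyme background for full effect; strong numbers were not always called active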
# Lipid droplet: hepatic lipid droplet formation modulation. AID 1656. AML12 mouse hepatocytes, oleate lipid droplets, BODIPY imaging. inhibition, % at 6.5 µM. 0.4% of 240,000 active;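 active = lipid droplet intensity inhibited by at least 50%, with more than 500 cells counted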
#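 Assay system: AML12 hepatocytes (mouse) / Also added: 100 µM oleic acid challenge / Times: overnight treatment with compound plus oleate / Detection: high-content imaging of BODIPY-stained droplets and DAPI nuclei / Evaluation: % inhibition of lipid droplet signal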
# SIAH1 antagonists: Siah-1 peptide-binding antagonists, primary screen, biochemical, fluorescence polarization, rhodamine-plectin, uHTS (AID 1817) | Siah-1 / rhodamine-plectin peptide fluorescence polarization; higher % means a stronger effect | one-dose displacement, % at 20 µM; IC50 in µM for titrated hits | 0.02% of 290,000 active;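 active = displacement of at least 50% at 20 µM, with a fluorescence ratio check between 0.3 and a set limit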;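 note: plate controls were Siah plus tracer with DMSO for no effect and tracer alone without Siah for full effect; strong numbers were not always called active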
# TNAP activators: human TNAP enzyme activators, primary screen, biochemical, luminescent, no phosphate acceptor, uHTS (AID 1001). activation fold at 20 µM, or EC50 in µM where a hit was titrated. 0.03% of 200,000 active. purified TNAP, luminescent activation assay, no phosphate acceptor; higher activation fold means a stronger effect; in the data active = activation fold from about 3, or a potency from the dose series; inactive = the rest, 99 in 100 with activation fold below about 1.6; note: many of its hits are not listed in these tables
# PMI inhibition: human PMI inhibitors, high substrate, primary screen, biochemical, fluorescence intensity, high mannose 6-phosphate (AID 1220); recombinant PMI enzyme, coupled fluorescence intensity; higher % means a stronger effect; inhibition, % at 20 µM, or IC50 in µM where a hit was titrated; 0.66% of 190,000 active
# UTI89 phage lysis: inhibition of K1F phage lysis, E. coli UTI89, bacterial capsule biogenesis inhibitors, alamar blue (AID 488966); E. coli UTI89 K1F phage lysis, alamar blue, 2 h; higher % means a stronger effect; inhibition, % at 100 µM; hits with a dose series show IC50 in µM; 0.02% of 340,000 active;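 active = phage lysis inhibition, versus mean bacterial control, above a set limit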;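 note: capsule biogenesis inhibitors block K1F phage lysis so surviving cells raise fluorescence; higher fluorescence means more inhibition of phage lysis; actives were called in the ten point dose series up to 300 µM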
# Lipid droplet cells 6.5 µM: second read-out of Lipid droplet, no call of its own (marks repeat the call); cell count; measured here: cell count, cytotoxicity flag;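 cells counted across two imaged fields per well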
# * = called active by the depositor; nt = not tested or not shown; [ ] = remark or other dose. Cut-off read from the data, not from the text of the source, unless noted: active = inhibition above about 50%; inactive = the rest. An unsorted share of the library. About 1.9% of those tested had a hit in this group.
# The line under a structure holds: human PMI inhibition	P. falciparum M17LAP	XIAP antagonists	M1AAP inhibition	Lipid droplet	Lipid droplet cells 6.5 µM	SIAH1 antagonists	TNAP activators	PMI inhibition	UTI89 phage lysis
- COc1ccc(CNC(=O)C(c2ccncc2)N(C(=O)Cc2cccs2)c2ccccc2C)cc1 (stereo not given)
 : 12%	1%	-4.4%	-1%	14	673	6%	1.1	13%	-0.8%
- O=c1c2c(-c3ccccc3)csc2ncn1/N=C/c1ccc(O)c([N+](=O)[O-])c1
 : -35%	3%	-5.9%	5%	6	684	6%	1	-16%	0.2%
- CCn1cc(C(c2ccccc2)C(C(C)=O)[N+](=O)[O-])c2ccccc21 (stereo not given)
 : nt	0%	nt	8%	-14	696	14%	nt	nt	-0.7%
- COc1ccc(-c2csc(Nc3cccnc3)n2)cc1
 : 13%	-30%	-4.7%	8%	8	818	-7%	1.1	-1%	-0.1%
- COc1ccc(OC)c(NC(=O)CCCN2C(=S)NC(C)(C)CC2C)c1 (stereo not given)
 : 3%	-4%	-6.7%	-9%	1	596	0%	1	6%	3.3%[50 µM]
- OCC1(Cc2ccccc2)CCN(Cc2ccccn2)CC1
 : 10%	8%	-19%	5%	-1	683	9%	1.1	11%	1.6%
- CC1(C)CC(=O)c2c(nn(-c3ccccc3)c2N)C1
 : -3%	-7%	-21%	-1%	nt	nt	-1%	1.1	8%	2.6%
- CSc1cccc(NC(=S)N(CCCN2CCCC2)Cc2cccn2Cc2ccc(Cl)cc2)c1
 : 7%	-4%	-8.0%	4%	-19	699	-1%	1.1	4%	-0.2%
- Oc1ccc(CNc2ccccc2)c2cccnc12
 : 50%*	8%	-1.9%	-17%	-3	769	-2%	1.1	nt	3.3%
- CCCCC(=O)Nc1ccc2c(c1)nc(CCN1CCOCC1)n2C
 : -3%	-19%	-1.5%	4%	nt	nt	7%	1.2	12%	-0.4%
- COC(=O)c1ccc(-n2cnc(Cl)n2)c(F)c1
 : 5%	7%	-3.6%	-4%	nt	nt	2%	1.1	7%	0.2%
- O=C(c1ccco1)N1N=C(c2cccs2)CC1c1ccc(F)cc1 (stereo not given)
 : 4%	6%	-6.5%	19%	-15	796	0%	0.9	-5%	0.1%
- CSCCOC(=O)C1=C(C)NC(=O)CC1c1ccccc1Cl (stereo not given)
 : 0%	-5%	-3.3%	1%	nt	nt	-2%	1.1	-4%	-1.4%[50 µM]
- Cc1nc2cc3c(cc2s1)OCO3
 : nt	-5%	nt	1%	11	729	4%	nt	nt	1.5%
- CCSc1ccc(C(=O)NCC(=O)O)cc1
 : nt	2%	nt	2%	13	702	1%	nt	nt	0.3%
- CCCC(c1nnnn1C(C)(C)CC)N(Cc1ccco1)Cc1cc2ccc(OC)cc2[nH]c1=O (stereo not given)
 : 22%	-2%	5.5%	13%	0	715	-4%	1.1	19%	0.2%
- Cc1cc(C(=O)NCc2cccs2)cs1
 : 16%	5%	-14%	4%	3	696	4%	1.1	17%	0.3%
- Cc1ccc(NC(=O)c2nnn(-c3cc(C)cc(C)c3)c2N)cc1
 : 11%	-7%	-4.0%	-1%	nt	nt	-4%	1	4%	3.3%
- CN(C)/C=C(/C#N)C(=O)c1cccc(Oc2ccc(C(C)(C)C)cc2)c1
 : 8%	-105%	-0.8%	5%	13	780	-5%	1.1	9%	1.7%
- COc1ccc(/C=c2\s/c(=C\C(=O)C(C)(C)C)[nH]c2=O)cc1O
 : nt	24%	nt	10%	-46	684	-3%	nt	nt	0.7%[50 µM]
- O=C(Nc1cccn2ncnc12)c1ccc(Cl)cc1
 : -7%	4%	-8.9%	9%	nt	nt	-1%	1.1	-13%	0.1%
- N#C/C(=C\c1cc([N+](=O)[O-])ccc1Cl)C(N)=O
 : 19%	-6%	-6.7%	11%	4	700	-5%	1.1	23%	-0.3%
- Cc1ccc2c(Cl)cc(Cl)c(OCC(=O)NC(=O)NCc3ccco3)c2n1
 : 0%	1%	1.6%	18%	nt	nt	0%	1.1	3%	0.1%
- COCCN(Cc1cn(C)nc1-c1ccccc1F)C(C)C
 : 8%	10%	2.2%	8%	-15	655	-6%	1.1	2%	0.4%
- Cc1ccccc1CSc1nnc(-c2cccs2)n1Cc1ccco1
 : -1%	10%	-0.7%	-1%	nt	nt	1%	1.1	-2%	0.0%
- Cc1ccc(-c2csc3ncnc(N4CCN(C(=O)c5ccccc5)CC4)c23)cc1
 : 0%	3%	-7.7%	9%	-25	700	0%	1	-4%	0.0%
- Cn1cc(CCC(=O)NCc2ccc3c(c2)OCO3)c2ccccc21
 : -4%	5%	-7.0%	4%	nt	nt	2%	1.1	-3%	6.0%
- CCOC(=O)c1cn(CC)c2cc(N3CCSCC3)c(F)cc2c1=O
 : 13%	0%	-1.1%	7%	-1	760	-3%	1.1	10%	5.1%
- CC(NCCN(C)C)C(=O)C12CC3CC(CC(C3)C1)C2 (stereo not given)
 : nt	-6%	nt	-3%	-21	771	0%	nt	nt	0.1%
- O=S(=O)(CCN(CCS(=O)(=O)C(F)(F)F)CC1CCCO1)C(F)(F)F (stereo not given)
 : 3%	-4%	0.1%	17%	nt	nt	0%	1.1	7%	1.8%

# The line under a structure holds: human PMI inhibition	P. falciparum M17LAP	XIAP antagonists	M1AAP inhibition	Lipid droplet	Lipid droplet cells 6.5 µM	SIAH1 antagonists	TNAP activators	PMI inhibition	UTI89 phage lysis
- Fc1cc2ncn(Cc3ccccc3)c2cc1F
 : -2%	1%	-5.0%	5%	nt	nt	6%	1.1	2%	1.8%
- COc1ccccc1Nc1nc2cc(C)ccc2cc1C#N
 : 0%	-10%	-0.4%	-3%	-4	640	0%	1.1	-4%	0.3%
- CCOC(=O)c1c(NC(=S)Nc2ccccc2)sc2c1CCN(CC)C2
 : -6%	19%	-7.7%	2%	nt	nt	-1%	1	-1%	-0.2%
- N#Cc1ccsc1NC(=O)CSc1ncnc2ccccc12
 : -2%	6%	3.0%	11%	0	698	16%	1.1	-17%	-0.1%
- CC(=O)OC1OCCOC1NC(=S)Nc1cccc(C(F)(F)F)c1 (stereo not given)
 : 2%	5%	-1.0%	2%	13	705	-5%	0.9	-2%	1.1%
- CCCOc1ccc(C(=O)Nc2ccc(N(C)C)cc2)cc1
 : 15%	14%	-12%	4%	13	814	-6%	1.1	6%	0.0%
- Cc1ccc(N(C)C(=O)N2CCN(S(=O)(=O)c3c(C)cc(C)cc3C)CC2)cc1
 : -2%	-6%	0.9%	-19%	12	786	0%	1.2	-5%	-0.3%
- O=C(Nc1ccccc1C(=O)N1CCOCC1)C1CC(=O)N(C2CCCC2)C1 (stereo not given)
 : 9%	8%	-2.5%	6%	8	722	0%	1.1	6%	0.7%
- CCC1CCCCN1C(=O)CSc1nc(N)cc(N)n1 (stereo not given)
 : 9%	-3%	-4.2%	2%	0	726	-2%	1.1	5%	0.1%
- Cc1nn(C)c(C(=O)NCc2ccc(Cl)cc2)c1Cl
 : 5%	7%	-8.5%	-2%	-34	621	2%	0.9	3%	3.1%
- Cc1nn(C)cc1C(C(=O)NC1CCCCC1)N(Cc1ccccc1Cl)C(=O)c1cnccn1 (stereo not given)
 : 17%	nt	-2.6%	nt	-10	706	0%	1	13%	-0.3%
- CNC(=O)c1cc2cc(OC)ccc2n1CCN(Cc1ccccc1)Cc1ccccc1
 : 14%	15%	-23%	17%	-8	745	8%	1.1	7%	0.3%
- O=c1c(-c2ccc(O)cc2)coc2cc(OC3OC(CO)C(O)C(O)C3O)ccc12 (stereo not given)
 : -7%	2%	-4.8%	3%	0	671	-3%	1.1	-7%	1.0%
- FC(F)(F)c1cc(Oc2ccccc2)ncc1-c1nnc(-c2ccccc2Cl)o1
 : nt	-8%	nt	5%	-2	784	-1%	nt	nt	-0.5%
- CCOc1cccc(-c2nnc(SCC(=O)Nc3ccc(OC)c(OC)c3)n2N)c1
 : 3%	-8%	-0.9%	-3%	nt	nt	-5%	1.1	7%	0.2%
- Cc1cc(/N=C/N(C)C)on1
 : 5%	2%	-0.7%	0%	2	781	1%	1.1	7%	2.1%
- Clc1cccc(Cl)c1CO/N=C/c1c(-c2ccccc2)nc2n1CCS2
 : 17%	-2%	-3.8%	-3%	nt	nt	2%	1.1	11%	-0.2%
- O=C(CSc1nnc(CNc2ccc(F)cc2)n1Cc1ccccc1)NCc1ccco1
 : 14%	4%	-5.0%	8%	nt	nt	2%	1.1	16%	-0.2%
- CCc1nnc(NC(=O)CSc2ncc(-c3ccccc3)n2C)s1
 : 10%	-2%	-2.0%	5%	nt	nt	-2%	1.1	11%	0.4%
- O=C(Nc1ccc(-c2nnco2)cc1)c1ccccc1
 : 8%	11%	-3.2%	7%	5	759	0%	1	2%	0.3%
- CC(=O)Nc1ccc(N=Cc2c(O)c(C(=O)Nc3ccccc3)cc3ccccc23)cc1
 : 13%	1%	46%	7%	nt	nt	25µM*	0.8	36%	nt
- Cn1c(=O)cc(SCC(=O)NCCN2CCN(c3ccccc3F)CC2)c2cc(Cl)ccc21
 : -2%	13%	1.6%	11%	nt	nt	-3%	1.1	-2%	-0.7%
- COc1cccc(CN2CCN(Cc3ccc4c(c3)OCCO4)CC2CCO)c1 (stereo not given)
 : -5%	13%	-9.3%	3%	-1	685	-3%	1	-3%	-0.2%
- O=C(CCc1nnc(Cc2c[nH]c3ccccc23)o1)NC1CCCC1
 : 4%	5%	-9.2%	8%	-2	754	6%	1.1	6%	0.2%
- COc1ccc(OCc2nn3c(Cn4cnc5ccccc54)nnc3s2)cc1
 : 12%	-1%	-3.3%	4%	nt	nt	0%	1	10%	4.2%
- COCCn1c(SCC(=O)NCc2ccc3c(c2)OCO3)nc2ccccc2c1=O
 : -13%	-4%	-7.6%	-1%	11	640	-1%	1.1	-11%	0.3%
- Clc1nn2cnnc2c2ccccc12
 : -3%	3%	-4.1%	-1%	-13	712	3%	1.1	-4%	0.5%

# Compounds above containing a CF3 group, in the order listed:
# The line under a structure holds: human PMI inhibition	P. falciparum M17LAP	XIAP antagonists	M1AAP inhibition	Lipid droplet	Lipid droplet cells 6.5 µM	SIAH1 antagonists	TNAP activators	PMI inhibition	UTI89 phage lysis
- O=S(=O)(CCN(CCS(=O)(=O)C(F)(F)F)CC1CCCO1)C(F)(F)F (stereo not given)
 : 3%	-4%	0.1%	17%	nt	nt	0%	1.1	7%	1.8%
- CC(=O)OC1OCCOC1NC(=S)Nc1cccc(C(F)(F)F)c1 (stereo not given)
 : 2%	5%	-1.0%	2%	13	705	-5%	0.9	-2%	1.1%
- FC(F)(F)c1cc(Oc2ccccc2)ncc1-c1nnc(-c2ccccc2Cl)o1
 : nt	-8%	nt	5%	-2	784	-1%	nt	nt	-0.5%
